High-throughput results: PubChem, several laboratories
CendR NRP1 mod: NRP-1/CendR interaction modulation; FAM-RPARPAR peptide binding to NRP-1, fluorescence polarization; AID 602438; O14786; inhibition, % at 25 µM; 360,000 compounds, 0.85% hits;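 active = inhibition or corrected inhibition above about 18%, plus a signal ratio from 0.5 to 1.5, limit read from the data, passing the limit was not always enough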; note: strong numbers were not always called active
MT1-MMP act inh: inhibitors of human MT1-MMP activation; 360,000 compounds, 0.061% hits; GFP/RFP ratio change, % at 20 µM; HT1080 RFP-PRO-GFP cells, GFP/RFP ratio fluorescence, overnight; percent of plate control window, DMSO zero; AID 651647; P50281;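 active = GFP/RFP ratio change of at least 30% with cell ATP level not reduced by more than half and red fluorescence within 50% of control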; note: strong numbers were not always called active
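Test system: HT1080 cells expressing an RFP-PRO-GFP fluorescent reporter construct / Compound dosing: single-point 20 µM compound, 1% DMSO / Schedule: cells overnight before dosing, compound overnight, 37 °C, 5% CO2 / Evaluation: GFP/RFP fluorescence ratio / Control set: DMSO and RFP-L50D-GFP cell wells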
MsrA act: activates bovine MsrA enzyme | purified bovine MsrA, absorbance read-out | activation, % at 10.6 µM | 360,000 compounds, 0.3% hits; in the data active = activation above about 7.5%;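 note: 0% = vehicle and 100% = reference activator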
PABP1 MLLE inh: blocks PAM2 peptide binding to the PABP1 MLLE domain | 360,000 compounds, 0.36% hits | inhibition, % at 20 µM | GST-MLLE / FITC-PAM2 fluorescence polarization | P11940 | AID 588489; in the data active = inhibition above about 35%, passing the limit was not always enough;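 note: plate controls were DMSO wells with GST-MLLE for no effect and wells lacking GST-MLLE protein for full effect; some results filed as inactive read as strong as hits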
SKN-1 block: C. elegans SKN-1 inhibition; C. elegans VP596 Pgst-4::GFP/RFP ratio, acrylamide-induced, 24 h; 360,000 compounds, 0.49% hits; inhibition, % at 21.8 µM; AID 624304;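 active = interference check ratio from 0.5 to 1.5 plus GFP to RFP signal ratio inhibition reaching or exceeding a fixed threshold, cut at about 30% in these data, passing the limit was not always enough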; note: some compounds called inactive have numbers as strong as hits
Rin1-Abl PPI inh: human Rin1-Abl interaction inhibition | 360,000 compounds, 0.4% hits | AID 588664 | inhibition, % at 7.35 µM | P00519+Q13671 | TR-FRET Rin1/Abl binding, biochemical; in the data active = inhibition above about 5%, passing the limit was not always enough
FAS-TE inh: inhibitors of human fatty acid synthase thioesterase domain. P49327. recombinant FAS-TE, OMFH fluorogenic substrate, fluorescence endpoint. 360,000 compounds, 0.67% hits. AID 602261. inhibition, % at 15 µM;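 active = compounds whose normalised, plate-corrected inhibition of enzyme fluorescence in the single-dose primary screen is 50% or more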;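 note: 0% = DMSO with enzyme and 100% = substrate without enzyme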
Neddylation inh: cullin neddylation inhibition; calls only at 25 µM; 360,000 compounds, 0.58% hits; TR-FRET cullin neddylation, biochemical; in the data active = inhibition above about 36%
eLon inh: E. coli protease La inhibition. inhibition, % at 7.94 µM. 360,000 compounds, 0.42% hits. P0A9M0. AID 602123. purified E. coli Lon protease, fluorescence polarization; in the data active = inhibition above about 13%, passing the limit was not always enough;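 note: 0% = enzyme with probe and DMSO and 100% = no enzyme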
Target sequence (P0A9M0 whole entry, looked up): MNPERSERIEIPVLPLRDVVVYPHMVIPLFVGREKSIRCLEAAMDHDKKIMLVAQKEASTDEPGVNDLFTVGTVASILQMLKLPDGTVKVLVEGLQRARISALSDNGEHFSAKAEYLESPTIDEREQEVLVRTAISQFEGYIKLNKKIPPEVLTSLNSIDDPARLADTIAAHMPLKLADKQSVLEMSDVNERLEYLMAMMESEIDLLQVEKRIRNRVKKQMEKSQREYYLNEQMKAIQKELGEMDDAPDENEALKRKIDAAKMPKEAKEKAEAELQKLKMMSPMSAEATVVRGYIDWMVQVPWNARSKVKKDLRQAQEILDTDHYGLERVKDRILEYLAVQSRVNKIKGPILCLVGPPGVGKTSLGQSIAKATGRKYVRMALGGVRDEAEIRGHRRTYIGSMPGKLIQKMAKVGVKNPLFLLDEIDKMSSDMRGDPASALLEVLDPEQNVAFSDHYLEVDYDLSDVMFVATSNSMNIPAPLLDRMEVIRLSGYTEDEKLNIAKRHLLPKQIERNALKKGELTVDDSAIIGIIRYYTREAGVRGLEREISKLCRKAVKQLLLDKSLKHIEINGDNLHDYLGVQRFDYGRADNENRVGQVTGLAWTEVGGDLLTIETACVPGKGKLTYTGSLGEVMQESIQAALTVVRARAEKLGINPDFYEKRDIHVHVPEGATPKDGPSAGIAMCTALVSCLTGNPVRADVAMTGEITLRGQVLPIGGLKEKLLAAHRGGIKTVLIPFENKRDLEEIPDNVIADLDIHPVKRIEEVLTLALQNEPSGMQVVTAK
* marks the source's active call; other numbers are inactive results; i = inactive; nt = not tested or not shown.

entry	SMILES	CendR NRP1 mod	MT1-MMP act inh	MsrA act	PABP1 MLLE inh	SKN-1 block
1	COCCN(C(=O)Nc1ccccc1)c1ccccc1	2	-5	-2	-5	11
2	CN1C[N+]([O-])=C(c2ccccc2)C1(C)C	-3	5	-4	15	-8
3	O=[N+]([O-])c1cc(S(=O)(=O)N2CCCC2)ccc1N/N=C/c1cccs1	2	9	-3	-1	36*
4	Cc1ccc(/C=C2\SC(=O)N(CCNC(=O)C3CSC4(C)CCC(=O)N34)C2=O)cc1 (centres undefined)	-2	-2	-3	12	-24
5	O=C(CN1CCN(S(=O)(=O)c2cccc(Cl)c2)CC1)NCC1(N2CCOCC2)CCCCC1	-18	-5	-2	-1	-1
6	COc1cc(/C=C/C(=O)O)cc(S(=O)(=O)N(CC(C)C)CC(C)C)c1OC	2	-2	-10	-2	11
7	C=CCCC(=O)N1C[C@H]2CON(C)[C@H]2C[C@H]1c1cccc(Oc2ccccc2)c1	8	-2	-1	9	-3
8	Cc1oc(C(=O)O)cc1CSCc1cc(C(=O)O)c(C)o1	-42	1	-1	35	-8
9	CC(=O)Nc1ccc(N(C(=O)CNC(=O)c2cccs2)C(C(=O)NCC2CCCO2)c2ccccc2)cc1 (centres undefined)	5	0	-1	1	4
10	O=c1c2[nH]cnc2n(-c2ccc(F)cc2)c(=O)n1Cc1ccccc1	1	0	-1	4	0
11	Cc1csc(-c2cnn(-c3ccccc3)c2NC(=O)c2cccc(F)c2)n1	10	nt	-9	10	-37
12	Cc1[nH]c(=S)sc1Cc1ccc(F)cc1	20	-5	7	22	2

entry	Rin1-Abl PPI inh	FAS-TE inh	Neddylation inh	eLon inh
1	-4	-2	i	0
2	0	-12	i	-7
3	3	-1	i	-8
4	-2	-2	i	-9
5	-1	4	i	-4
6	7	-8	i	-2
7	0	0	i	0
8	-3	-6	i	5
9	4	-7	i	7
10	3	-8	i	0
11	3	-8	i	0
12	0	-14	i	5

Records 1 through 4 of the list above:
entry	SMILES	CendR NRP1 mod	MT1-MMP act inh	MsrA act	PABP1 MLLE inh	SKN-1 block
1	COCCN(C(=O)Nc1ccccc1)c1ccccc1	2	-5	-2	-5	11
2	CN1C[N+]([O-])=C(c2ccccc2)C1(C)C	-3	5	-4	15	-8
3	O=[N+]([O-])c1cc(S(=O)(=O)N2CCCC2)ccc1N/N=C/c1cccs1	2	9	-3	-1	36*
4	Cc1ccc(/C=C2\SC(=O)N(CCNC(=O)C3CSC4(C)CCC(=O)N34)C2=O)cc1 (centres undefined)	-2	-2	-3	12	-24

entry	Rin1-Abl PPI inh	FAS-TE inh	Neddylation inh	eLon inh
1	-4	-2	i	0
2	0	-12	i	-7
3	3	-1	i	-8
4	-2	-2	i	-9

Additional compounds follow:
entry	SMILES	CendR NRP1 mod	MT1-MMP act inh	MsrA act	PABP1 MLLE inh	SKN-1 block
13	N#CCN1CCCC(C(N)=O)C1 (centres undefined)	-4	-3	1	4	-5
14	CC(C)c1ccc(NC(=O)c2snc3ccc(Cl)cc23)cc1	-2	-4	-3	-1	7
15	CCCCN(CCCC)CCn1cnc2c([nH]c3ccc(OC)cc32)c1=O	-8	1	0	6	6
16	Cc1ccc(Nc2c(-c3ccc(N4CCOCC4)cc3)nc3cnccn23)cc1	-6	-3	-10	-12	-5
17	COc1ccc(C(=O)NC(=S)NNC(=O)CNC(=O)C2CCCCC2)cc1	2	3	0	4	-20
18	CC(C)N1CCc2c(sc(NC(=O)c3ccc(S(=O)(=O)N4CCOCC4)cc3)c2C(N)=O)C1	-30	1	-3	-56	-10
19	O=C(O)Cc1ccc(NC(=O)Cc2ccc3ccccc3c2)cc1	1	0	2	0	5
20	Cc1c(C(=O)N2CCN(c3ccccc3F)CC2)sc2nc(-c3ccccc3)cn12	-9	3	2	4	7
21	Cc1ccc(C(=O)O/N=C/c2c(C)nn(C)c2Cl)cc1	3	-5	-7	-9	2
22	COC(CN(C)C(=O)C1CCCN(S(=O)(=O)c2ccc3c(c2)oc(=O)n3C)C1)OC (centres undefined)	14	1	-8	0	-10
23	Nc1cc(S(=O)(=O)c2ccc(N3CCCCC3)c(N)c2)ccc1N1CCCCC1	-8	1	0	-14	-12
24	O=C(NCc1ccc2c(c1)OCO2)c1cccc(S(=O)(=O)N2CCCC2)c1	4	2	-3	-6	2
25	COc1ccc(OC)c(NC(=O)C2CCC(CNc3c(N4CCOCC4)c(=O)c3=O)CC2)c1 (centres undefined)	-1	0	-10	-3	-10
26	COCC(=O)Nc1ccc2c(c1)[C@@H]1C[C@H](CC(=O)NCc3cccc(F)c3)O[C@@H](CO)[C@@H]1O2	2	2	-3	-8	-4
27	O=c1c2c3c(sc2n(CCN2CCCCC2)c(=O)n1Cc1ccco1)CCCCC3	-3	-2	-2	-1	7

entry	Rin1-Abl PPI inh	FAS-TE inh	Neddylation inh	eLon inh
13	2	-7	i	-6
14	-2	58*	i	-1
15	1	-4	nt	-3
16	-6	6	nt	-6
17	-5	-2	i	7
18	-7	-11	i	-24
19	-1	-5	i	-8
20	-3	32	i	4
21	0	3	i	-5
22	0	-7	i	8
23	3	28	nt	4
24	5	2	i	-8
25	-2	-3	i	-2
26	50*	-10	i	-10
27	0	16	i	8

In the list so far, 3 have a COOH group.
entry	SMILES	CendR NRP1 mod	MT1-MMP act inh	MsrA act	PABP1 MLLE inh	SKN-1 block
6	COc1cc(/C=C/C(=O)O)cc(S(=O)(=O)N(CC(C)C)CC(C)C)c1OC	2	-2	-10	-2	11
8	Cc1oc(C(=O)O)cc1CSCc1cc(C(=O)O)c(C)o1	-42	1	-1	35	-8
19	O=C(O)Cc1ccc(NC(=O)Cc2ccc3ccccc3c2)cc1	1	0	2	0	5

entry	Rin1-Abl PPI inh	FAS-TE inh	Neddylation inh	eLon inh
6	7	-8	i	-2
8	-3	-6	i	5
19	-1	-5	i	-8
